High-throughput results (PubChem)
BaF3 parental = counter-screen for JAK2V617F inhibitors: parental Ba/F3 viability inhibitors; CellTiter-Glo ATP luminescence; inhibition, % at 5.6 µM; 220,000 compounds, 1.1% hits;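 active = inhibition above a per-campaign cutoff, the mean inhibition of all tested compounds plus 3 SD, cut at about 27% in these data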;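 also: 0% = DMSO wells and 100% = JAK Inhibitor I control wells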
S1P4 antag = blocks the human S1P4 receptor | 220,000 compounds, 0.26% hits | AID 1510 | inhibition, % at 4.98 µM | S1P4-expressing cells, antagonist mode, reporter read-out | O95977; in the data active = inhibition above about 29%;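 also: 0% = wells stimulated with agonist and 100% = vehicle wells without agonist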
Target sequence (O95977 whole entry, looked up): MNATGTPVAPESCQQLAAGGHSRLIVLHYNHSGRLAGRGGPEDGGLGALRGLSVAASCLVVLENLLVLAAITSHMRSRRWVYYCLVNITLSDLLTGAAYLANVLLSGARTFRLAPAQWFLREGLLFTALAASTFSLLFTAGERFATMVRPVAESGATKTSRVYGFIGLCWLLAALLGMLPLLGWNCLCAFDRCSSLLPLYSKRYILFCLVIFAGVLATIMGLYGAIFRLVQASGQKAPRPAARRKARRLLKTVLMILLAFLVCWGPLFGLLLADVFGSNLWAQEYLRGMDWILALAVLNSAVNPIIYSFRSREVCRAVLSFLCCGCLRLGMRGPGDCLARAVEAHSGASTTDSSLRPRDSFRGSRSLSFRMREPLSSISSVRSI
NCF1 inh = inhibitors of human p47phox binding | P14598 | p47phox/p22phox peptide binding, fluorescence polarization, 2 h | inhibition, % at 24.7 µM | 220,000 compounds, 0.53% hits | AID 1274;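 active = inhibition above about 30%, limit read from the data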;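 also: 0% = p47phox with labelled peptide and 100% = labelled peptide alone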
NPY-Y2 PAM-ag = potentiators or agonists of human neuropeptide Y receptor Y2; activation, % at 3.6 µM; AID 1359; P49146; 220,000 compounds, 0.45% hits; cells expressing NPY-Y2, potentiator/agonist read-out; in the data active = activation above about 27%;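 also: cells stimulated with NPY near EC25 plus isoproterenol at EC100; 0% = vehicle plus submaximal agonist and 100% = vehicle plus saturating agonist; some results beyond the cut were filed as inactive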
NPY-Y1 PAM-ag = human NPY-Y1 potentiation or agonism, primary screen. NPY-Y1 expressing cells, potentiator/agonist activation. P25929. 220,000 compounds, 0.37% hits. activation, % at 3.6 µM; in the data active = activation above about 33%, passing the limit was not always enough;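 also: cells stimulated with NPY at EC10 then isoproterenol at EC100; 0% = low agonist plus stimulus and 100% = saturating agonist plus stimulus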
Target sequence (P25929 whole entry, looked up): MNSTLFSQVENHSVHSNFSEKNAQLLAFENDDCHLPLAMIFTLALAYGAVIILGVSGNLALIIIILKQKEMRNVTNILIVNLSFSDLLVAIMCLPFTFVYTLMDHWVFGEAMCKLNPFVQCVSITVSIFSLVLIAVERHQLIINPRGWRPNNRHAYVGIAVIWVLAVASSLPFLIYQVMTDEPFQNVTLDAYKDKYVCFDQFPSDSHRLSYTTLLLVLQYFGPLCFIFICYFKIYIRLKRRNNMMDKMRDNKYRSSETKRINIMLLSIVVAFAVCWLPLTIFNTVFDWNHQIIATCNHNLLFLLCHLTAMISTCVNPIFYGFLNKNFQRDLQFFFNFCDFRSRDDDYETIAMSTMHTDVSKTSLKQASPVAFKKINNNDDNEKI
NPY-Y1 antag = blocks the human neuropeptide Y Y1 receptor; HEK293-CNG Y1 cells, membrane potential fluorescence; NPY at EC95, then isoproterenol; inhibition, % at 3.6 µM; 200,000 compounds, 1% hits; AID 1040;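 active = inhibition above the campaign mean inhibition of all tested compounds plus 3 SD, cut at about 20% in these data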;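 also: 0% = DMSO wells given NPY plus isoproterenol and 100% = isoproterenol alone without NPY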
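Material: Y1- and CNG-channel-expressing HEK293 cells / Probe or stimulus: NPY 25 nM then isoproterenol 1 µM plus Ro 20-1724 25 µM / Doses: 3.6 µM single dose, DMSO 0.4% / Schedule: compound incubation 1 h at room temperature, readout 45 min post-stimulation / Signal: membrane potential fluorescence / Benchmarks: isoproterenol-only wells as full block versus NPY-plus-isoproterenol wells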
S1P4 ag = activates the human S1P4 receptor; O95977; S1P4-expressing cell line, agonist reporter assay; activation, % at 4.98 µM; 220,000 compounds, 0.35% hits; AID 1509; in the data active = activation above about 11%;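 also: 0% = DMSO vehicle and 100% = reference agonist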
CHOP inh = blocks CHOP induction under ER stress; CHO-K1 CHOP-promoter luciferase, tunicamycin-induced, 15-18 h; inhibition, % at 10 µM; 220,000 compounds, 3.8% hits; AID 2732;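 active = compounds that reduced the stress-induced luciferase reporter signal by more than about 70% of percent inhibition, limit read from the data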;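 also: 0% = tunicamycin plus vehicle and 100% = wells without tunicamycin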
Ba/F3 V617F tox = reduce viability of Ba/F3 cells dependent on JAK2V617F; 220,000 compounds, 1.1% hits; inhibition, % at 5.6 µM; Ba/F3 EpoR-JAK2V617F viability, ATP luminescence;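 active = inhibition above the campaign mean plus 3 SD over all tested compounds, cut at about 24% in these data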;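 also: cytokine-independent growth of Ba/F3 cells driven by EpoR plus mutant JAK2; 0% = DMSO-treated cells and 100% = JAK inhibitor I control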
* marks the source's active call; other numbers are inactive results; x = not tested or not shown.

The line under a structure holds: BaF3 parental, S1P4 antag, NCF1 inh, NPY-Y2 PAM-ag, NPY-Y1 PAM-ag, NPY-Y1 antag, S1P4 ag, CHOP inh, Ba/F3 V617F tox
CC1CCN(S(=O)(=O)c2ccc(NC(=O)CSc3nnnn3C)cc2)CC1
    0, 0, -1, 5, 0, -1, -0.3, 32, 2
Cc1ccc2nsnc2c1NC(=O)Cc1ccc(Cl)cc1
    3, -18, -9, -1, 12, 1, 2.3, 31, -2
CC(=O)N(c1ccccc1Cl)S(=O)(=O)c1ccc(Cl)cc1
    6, -7, -10, 1, -2, 6, 0.3, 18, 4
CC(=O)Nc1ccc(NC(=O)Cc2ccc(S(=O)(=O)N3CCCCC3)s2)cc1
    6, -11, -4, -1, 0, -1, 0.7, 3, 5
CC(=O)N1CCN(C(=S)c2ccc(Cl)cc2)CC1
    3, -1, -18, -1, -7, -3, 3.1, 16, -3
Cc1cc(C(=O)N/N=C/c2ccco2)c2ccccc2n1
    7, -2, -6, 0, -3, 4, 0.6, 18, 4
O=[N+]([O-])c1cc(C(F)(F)F)ccc1NCCNC(=S)Nc1ccc(Cl)cc1
    3, -4, -6, 36*, 28, -10, 1.1, 86*, -1
NC(N)=NC(N)=NCCc1ccccc1
    24, -7, 3, 0, 5, -4, 1.4, 17, 14
COc1cc(/C=C2\SC(=N)N(c3ccc4c(c3)OCO4)C2=O)cc(OC)c1O
    4, -14, -40, -7, -12, 3, 1.6, -3, -4
CC(OC(=O)c1ccccc1NS(=O)(=O)c1cccc(N)c1)C(=O)N(C)Cc1ccccc1 (centres undefined)
    9, -5, -4, 2, 7, -4, 0.8, 0, 1
Cc1cc(C)cc(NS(=O)(=O)c2ccc(Oc3ncc(C(F)(F)F)cc3Cl)cc2)c1
    6, 0, 4, -11, -3, 5, 0.8, 90*, -3
COc1ccccc1N(C(=O)c1snc(C(N)=O)c1N)C(C(=O)NCCC(C)C)c1ccco1 (centres undefined)
    5, 6, -12, -14, -33, 9, -1.9, 29, 6
COc1ccc(CC(=O)N2CCN(c3ccc(C4=NNC(=O)CC4C)cc3)CC2)cc1 (centres undefined)
    2, -17, -26, -23, -79, 79*, 0.3, -16, -1
COc1ccc(-c2c[n+]3c(n2-c2ccccc2)SCC3)cc1OC
    77*, -14, -8, 10, -13, -2, 1.1, -8, 46*
CCOC(=O)N1CCN(C(=O)CSc2ccc(-c3ccncc3)nn2)CC1
    7, -8, -5, -4, 4, -2, 1.7, -5, 1
CCOC(=O)c1csc(-c2ccc(OC)c(OC)c2)n1
    5, 11, -3, -10, 14, 3, 0.1, 17, 0
Cc1ccc(N2C(=O)CSCC2=O)cc1
    6, 2, -4, -6, 3, 2, 1.2, 4, 4
CN(C1CC(C)(C)NC(C)(C)C1)S(=O)(=O)CC12CCC(CC1=O)C2(C)C (centres undefined)
    -2, 2, -8, 12, 24, x, -1.6, 3, -3
CCOc1ccc(NC(=O)N2CCC(NC(=O)C(Cc3ccc(OC)c(OC)c3)NC(C)=O)CC2)cc1 (centres undefined)
    2, 4, -12, 7, 19, -1, -0.6, -3, -1
COc1cccc(NC(=S)N(CCCN2CCCC2)Cc2ccco2)c1
    5, -8, -4, -6, -2, 1, -0.4, 15, 0
CCN(CC1COc2ccccc2O1)C(=S)NC1CC2CCC1C2 (centres undefined)
    2, -8, -11, 0, -7, 5, -0.6, 7, -2
CCCCCC(C(=O)O)C(C)CC(=O)NC1CCCCC1 (centres undefined)
    3, -8, -12, -8, -14, 5, -0.3, -1, 2
CCOC(=O)c1c(N2C(=O)Nc3ccccc3N2O)sc2c1CCCCC2
    9, -26, -14, -1, 6, 2, 4.4, 24, 0
CC(=O)Nc1nc(-c2ccc3c(c2)CCO3)cs1
    11, -3, -7, 16, -9, -8, 1.3, -6, -1
COCC(=O)NCCc1nc(-c2ccccc2)cs1
    -1, -5, -8, 11, 6, 6, 1.7, -37, -2
CCOc1ccc(/C=N/NC(=O)c2c(-c3ccccc3)noc2C)cc1
    9, -14, -9, 4, 9, -2, 1.8, 26, 0
CCOC(=O)c1ccc(N2CCOCC2)c(NC(=O)COCC(=O)O)c1
    0, -3, -10, 7, -15, x, 0.2, 5, 1
CN(Cc1nccn1C)C(=O)CCc1nnc(CCC2CCCCC2)o1
    7, -1, 3, -24, 9, 6, 0.2, -14, -1
Cc1ccc(Nc2ccc(-n3ccnc3)nn2)cc1C
    1, 3, -3, -13, 5, -2, 1.8, 29, 4
Cc1[nH]c(=O)[nH]c(=O)c1S(=O)(=O)N1CCCC(C(=O)NCc2ccccc2Cl)C1 (centres undefined)
    -1, -3, -13, 4, 5, 6, 1.3, 4, -2

More compounds follow.
The line under a structure holds: BaF3 parental, S1P4 antag, NCF1 inh, NPY-Y2 PAM-ag, NPY-Y1 PAM-ag, NPY-Y1 antag, S1P4 ag, CHOP inh, Ba/F3 V617F tox
CCN1/C(=C/C=C/c2oc3ccc4ccccc4c3[n+]2CC)Oc2ccc3ccccc3c21
    68*, 3, -238, -28, -24, 35*, -0.1, 70*, 101*
Cc1ccccc1NCC(=O)N/N=C\c1ccc([N+](=O)[O-])s1
    11, -9, -9, 30, 39*, -8, 1.9, -6, 2
CCN(CC)C(=O)CN(c1cc(Cl)ccc1OC)S(C)(=O)=O
    2, -3, -5, 6, 22, 1, 0.1, 18, -1
Cc1cc2ccccc2n2c(SCC(=O)Nc3ccc(S(=O)(=O)N4CCCCC4)cc3)nnc12
    2, -26, -6, -1, -10, 0, 5.5, 0, 3
CC(C)(C)NC(=O)c1nn(Cc2ccccc2)c(=O)c2ccccc12
    6, 6, -9, -10, -13, 7, -0.3, -16, -1
C#CCN(N(C)c1ncc(C(F)(F)F)cc1Cl)S(=O)(=O)c1ccc2ccccc2c1
    0, -9, -13, -20, -25, 0, -0.7, 56, -5
CCOc1ccc(C(=O)N(Cc2ccc(OC)cc2)Cc2cc3cc(OC)ccc3[nH]c2=O)cc1
    4, 12, -9, 2, -9, 3, 1.6, 21, 46*
CCn1cc(/C=C/C(=O)NCc2c(C)nn(C)c2C)cn1
    -2, -4, -6, 8, 13, -2, 0.7, 34, -2
O=C(Cn1nc(Cc2cccnc2)c2ccccc2c1=O)Nc1ccc2c(c1)OCO2
    3, -9, 6, 6, 37, -2, 2.5, -27, 1
CSc1ccc(C2CC(=O)Nc3c2c(=O)n(C)c(=O)n3C)cc1 (centres undefined)
    1, -1, -9, -5, -3, x, 0.2, 4, 1
CSc1ccccc1NC(=O)CN(C)CC(=O)Nc1ccccc1C(F)(F)F
    -2, -1, -3, 1, 12, 11, 0.3, 22, -1
CCOC(=O)Cc1nnc(NC(=O)CSc2nnc3c4ccccc4n(C)c3n2)s1
    -1, -9, -7, -5, -24, 11, 0.4, 22, -5
COc1ccc(C2=NCCNC(C(F)(F)F)=C2)cc1
    -1, 12, 0, 1, -3, 2, 0.1, 4, 6
CCCCC1=C([O-])C2N=CC=CC2=[N+](c2ccccn2)C1=O (centres undefined)
    4, -8, -3, 6, -16, 3, -1.6, 2, 2
COc1ccc(/C=N/NC(=O)Cc2ccc(Cl)cc2)cc1OC
    10, -9, 3, -7, -20, 15, 0.2, -4, 2
O=C(COc1ccc(F)cc1)NNC(=O)c1cc2ccccc2oc1=O
    8, -5, -1, -5, 10, -2, -0.3, 1, 6
Cc1ccccc1C(=O)Nc1ccccc1C(=O)NCc1ccccc1
    2, -2, 2, -11, -18, 7, 1.1, 19, -3
CCCC(N)CCCCCC(=O)O (centres undefined)
    2, -2, -14, 2, -7, 2, 1.8, 2, 5
Cc1cc(C)nc(NS(=O)(=O)c2ccc(NC(=O)Cc3ccccc3)cc2)n1
    -1, -1, -8, -3, 6, -3, 1.5, 17, 0
Oc1ccc(N=Nc2c(O)ccc3ccccc23)cc1
    42*, -11, -38, 82*, 87*, -19, 0.1, 92*, 20
CC1(C)CC[C@]2(C(=O)O)CC[C@]3(C)C(=CCC4[C@@]5(C)CC[C@H](O)C(C)(C)C5CC[C@]43C)C2C1 (some centres undefined)
    8, 9, -12, 4, -8, -2, 1.1, 11, 2
O=C(O)c1cccc(CN2C(=O)CSC2=O)c1
    5, -11, -3, -4, 6, -4, 2.0, 34, -1
Cc1cc(C)nc(SCC(=O)Nc2ccnc3ccccc23)n1
    18, -11, -3, 20, -15, 10, -0.9, 36, 8
Nc1nc(-c2cccnc2)nn1C(=O)c1ccco1
    6, -5, -9, -5, 7, 1, -0.6, 10, -2
CCC(c1nnnn1CCOC)N1CCN(Cc2ccccc2)CC1 (centres undefined)
    3, -13, -10, 12, -1, 1, 7.3, 28, -1
CCOc1cc(C)c(C(C)C)cc1S(=O)(=O)n1cnc(C)c1
    3, 12, 12, -5, 0, 2, 1.0, 19, 8
OC(C#Cc1ccccn1)c1cccs1 (centres undefined)
    6, -4, -6, -12, -6, 1, -1.4, -51, 4
COc1cc(C(=O)OC2CSCC2NC(=O)c2ccccc2)cc(OC)c1OC (centres undefined)
    4, -19, -1, -12, 10, 16, 1.7, -13, 0
Cn1cnnc1SC/C(O)=C(\C#N)c1nc2ccccc2[nH]1
    -2, 5, -4, 5, 17, 11, -0.4, -11, -2
FC(F)Sc1ccc(N=C2NN=C(c3ccc4c(c3)OCCO4)CS2)cc1
    4, -8, -23, 3, 3, 2, 1.0, 9, -3
O=c1oc2c(CN3CCOCC3)c(O)ccc2c2ccccc12
    10, -8, -8, -12, -1, 0, 1.1, 10, -2
C=CCOc1ccc(CN(C)CC(=O)N(CC(C)C)c2c(N)n(CC(C)C)c(=O)[nH]c2=O)cc1
    1, -1, -15, 3, -11, -1, -0.5, 30, -5

An excerpt of these results, as tab-separated lines:
SMILES	BaF3 parental	S1P4 antag	NCF1 inh	NPY-Y2 PAM-ag	NPY-Y1 PAM-ag	NPY-Y1 antag	S1P4 ag	CHOP inh	Ba/F3 V617F tox
CSc1ccccc1NC(=O)CN(C)CC(=O)Nc1ccccc1C(F)(F)F	-2	-1	-3	1	12	11	0.3	22	-1
CCOC(=O)Cc1nnc(NC(=O)CSc2nnc3c4ccccc4n(C)c3n2)s1	-1	-9	-7	-5	-24	11	0.4	22	-5

Whole records as entered above. Screens in order: BaF3 parental	S1P4 antag	NCF1 inh	NPY-Y2 PAM-ag	NPY-Y1 PAM-ag	NPY-Y1 antag	S1P4 ag	CHOP inh	Ba/F3 V617F tox
`CC(C)(C)NC(=O)c1nn(Cc2ccccc2)c(=O)c2ccccc12` in the list: 6	6	-9	-10	-13	7	-0.3	-16	-1
`CCCCC1=C([O-])C2N=CC=CC2=[N+](c2ccccn2)C1=O` (centres undefined) in the list: 4	-8	-3	6	-16	3	-1.6	2	2
`CCOC(=O)Cc1nnc(NC(=O)CSc2nnc3c4ccccc4n(C)c3n2)s1` in the list: -1	-9	-7	-5	-24	11	0.4	22	-5
`O=C(Cn1nc(Cc2cccnc2)c2ccccc2c1=O)Nc1ccc2c(c1)OCO2` in the list: 3	-9	6	6	37	-2	2.5	-27	1
`CCN1/C(=C/C=C/c2oc3ccc4ccccc4c3[n+]2CC)Oc2ccc3ccccc3c21` in the list: 68*	3	-238	-28	-24	35*	-0.1	70*	101*

Rows are unselected, and some 7.1% of all compounds hit somewhere here.
